Source: PubChem
12-LOX inh: inhibitors of human 12S-lipoxygenase ALOX12; P18054; purified 12hLO, xylenol orange hydroperoxide absorbance; Potency, µM (titrated, usually from 108 µM), for inactives: at the highest dose activity change, negative = inhibition, hits mostly inhibitors; hit rate 1.1% among 580,000; AID 1671190; active = well fitted inhibition curve with a large enough effect; inconclusive = small, poorly fitted or top-dose-only effect, or another doubt; inactive = no such curve, though single readings can be large or run the other way
Target sequence (P18054 whole entry, looked up): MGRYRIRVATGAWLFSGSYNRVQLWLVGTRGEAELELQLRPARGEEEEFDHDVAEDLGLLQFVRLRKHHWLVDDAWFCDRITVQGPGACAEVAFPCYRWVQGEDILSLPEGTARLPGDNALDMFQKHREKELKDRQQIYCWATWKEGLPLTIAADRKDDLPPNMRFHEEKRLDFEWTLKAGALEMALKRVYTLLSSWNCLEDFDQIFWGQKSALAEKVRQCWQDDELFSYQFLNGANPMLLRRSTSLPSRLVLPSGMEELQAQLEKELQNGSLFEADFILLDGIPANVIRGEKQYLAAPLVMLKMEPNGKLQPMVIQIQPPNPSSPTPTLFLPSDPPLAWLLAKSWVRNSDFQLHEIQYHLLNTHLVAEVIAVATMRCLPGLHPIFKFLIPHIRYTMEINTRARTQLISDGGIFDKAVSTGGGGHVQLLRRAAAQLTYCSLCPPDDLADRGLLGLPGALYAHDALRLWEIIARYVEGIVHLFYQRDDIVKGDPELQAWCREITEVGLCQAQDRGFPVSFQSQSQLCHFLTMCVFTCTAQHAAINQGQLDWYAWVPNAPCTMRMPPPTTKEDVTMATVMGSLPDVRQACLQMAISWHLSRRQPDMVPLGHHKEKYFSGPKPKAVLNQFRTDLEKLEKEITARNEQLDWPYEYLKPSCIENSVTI
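Purified human 12hLO (150 nM final) in 25 mM Hepes, 0.01% Triton X-100, pH 7.0 was preincubated 15 min at room temperature with compound. Then 40 uM arachidonic acid was added, 30 min. Hydroperoxide was read by Fe-XO absorbance ratio 573/405 nm.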
Numbers without * were called inactive; ? = inconclusive; & = joins results of further samples; [ ] = another dose, or the depositor's remark. % is set by controls: 0 for no effect and ±100 for the full control effect; potency is the fitted concentration of half-maximal effect. Not all compounds are listed; rates above refer to the full screens.

SMILES	12-LOX inh
COc1ccccc1Cc1c(-c2ccc(Cl)cc2)nc2c3ccccc3ccn12	4.2%
Cc1ccc(-c2nnn(Cc3cc(=O)n4ccsc4n3)n2)cc1	15.8%
CNC(=O)c1cc2cc(-c3c(C)noc3C)nc(-c3ccccc3C)c2o1	22.7%[176 µM]
CC(C)OC(=O)COc1ccc2cc(-c3ccc(Cl)cc3)c(=O)oc2c1	47.8%[activator]
O=C(Nc1cccc(F)c1)N1CCOc2ccc(CN3CCc4ccccc4C3)cc2C1	-2.3%
CCn1ccc(C(=O)N2CCCC(c3nn(C)c(=O)n3-c3ccccc3)C2)n1 (stereo not given)	36.2%[activator]
COCCNC(=O)C(NC(=O)CC(C)C)C1CCN(C(=O)c2ccccc2C)CC1 (stereo not given)	26.3%
O=C(c1cccc(Cl)c1)N1CCC2(CC1)N=C(c1cccc(Br)c1)NO2	?
COc1ccc(-c2nc(C#N)c(NC(C)c3ccccc3)o2)cc1 (stereo not given)	1.1%
CCn1c(/C=C/c2cn(CC)c3ccccc23)nc2ccccc2c1=O	-28.0%
CN(C)c1ccc(CN2CC(Oc3ccc(F)cc3F)C2)cc1	0.2%[6.33 µM]
CCc1ccc2nc(Nc3nc(CSc4ccc(C)cc4)cc(=O)[nH]3)nc(C)c2c1	-7.4%
CCOc1ccccc1NC(=O)CCc1ncc(-c2ccc(C)cc2)o1	-10.5%
Cc1cc(C(=O)NCCc2ccccc2)c2cccc(C)c2n1	-14.8%
COc1ccc(C2(C(=O)N3C[C@@H](Oc4cccnc4)C[C@H]3C(=O)NC3CC3)CC2)cc1	34.3%[activator]
Cc1ccccc1NC(=O)N(Cc1nnc2n1CCCCC2)c1ccc(F)cc1	-3.5%
COCCn1c(C)cc(C(=O)C(=O)Nc2nnc(COc3cc(C)ccc3C)s2)c1C	11.0%
Cc1ccc(C)c(OCc2cc(C(=O)N3CCN(C4CCCCC4)CC3)no2)c1	11.3%
Cc1oc(-c2ccc(C(=O)N3CCN(C)CC3)cc2)nc1CN1CCc2ccccc21	-3.1%
CCc1nc(N)sc1C	?
Cc1nc(C(C)C)cc(N2CCC(Oc3cccc(F)c3)(C(=O)O)CC2)n1	-5.8%
CCS(=O)(=O)c1ccc2oc(Nc3ccc(Oc4ccccc4)cc3)nc2c1	0.5%
Cc1cc(NC(=O)N2CCC(n3cnnc3C3CC3)C2)ccc1Br (stereo not given)	5.8%
COc1ccc(CN2C(=O)c3ccccc3C2=O)cc1C(=O)N(C)CC(=O)Nc1ccc(C)cc1	-17.4%
CN1[C@@H](CCC(=O)NCc2ccc(F)cc2)CNC(=O)[C@@H]2[C@H]1CCN2Cc1ccc(S(C)(=O)=O)cc1	27.1%

Part of the list above, as labelled records:
Cc1nc(C(C)C)cc(N2CCC(Oc3cccc(F)c3)(C(=O)O)CC2)n1
  12-LOX inh: -5.8%

CCS(=O)(=O)c1ccc2oc(Nc3ccc(Oc4ccccc4)cc3)nc2c1
  12-LOX inh: 0.5%

Cc1cc(NC(=O)N2CCC(n3cnnc3C3CC3)C2)ccc1Br (stereo not given)
  12-LOX inh: 5.8%

COc1ccc(CN2C(=O)c3ccccc3C2=O)cc1C(=O)N(C)CC(=O)Nc1ccc(C)cc1
  12-LOX inh: -17.4%

The listing picks up with the 2 entries that preceded the break.
SMILES	12-LOX inh
COc1ccc(CN2C(=O)c3ccccc3C2=O)cc1C(=O)N(C)CC(=O)Nc1ccc(C)cc1	-17.4%
CN1[C@@H](CCC(=O)NCc2ccc(F)cc2)CNC(=O)[C@@H]2[C@H]1CCN2Cc1ccc(S(C)(=O)=O)cc1	27.1%
CCOC(=O)c1cccc(NC(=O)N2CC[C@@H](CC(=O)NCc3ccccc3)[C@@H](CC)C2)c1	-16.7%
O=C(Nc1c(-c2ccccc2)[nH][nH]c1=O)c1ccc2c(c1)OCO2	-1.6%
CCCNC(=O)C1(C)CCCN(C(=O)c2ccccc2F)C1 (stereo not given)	-20.6%
O=C(c1ccccc1C1CCNC1)N1CCC(Nc2ncccn2)CC1 (stereo not given)	2.6%
Cc1cnc(CC2CCNC2)n1C(C)C (stereo not given)	34.9%
COc1ccc2nc(C[C@@H]3C[C@@H](C(C)C)[C@H](CNC(=O)CC4(CC(=O)O)CCCC4)C=C3C)[nH]c2c1	33.5%[activator]
Fc1cc(Nc2ncc(-c3ccccc3)c3c2OCC3)cc(N2CCOCC2)c1	3.6%[176 µM]
Cc1ccc(CNC(=O)c2ccc3c(c2)N(C(=O)c2ccc(F)cc2)CC3)o1	26.6%
O=C1NCC2(CCN(C(=O)c3ccccc3C3CCNC3)CC2)O1 (stereo not given)	-13.2%
CC1=C[C@@H](CNC(=O)COc2ccccc2)[C@H](C(C)C)C[C@H]1CC(=O)NCc1cccnc1	-3.9%
O=C1CCC2(CNC(=O)C3CCC3)CCCC=C2N1 (stereo not given)	42.1%[activator]
COc1ccc(C2CCCN2C(=O)Cn2cccnc2=O)c(OC)c1 (stereo not given)	-4.1%
CC1Cc2ccccc2N1S(=O)(=O)c1ccccc1F (stereo not given)	-7.6%
COc1ccc(CCC(=O)N2CCCCCCNC(=O)CC2)cc1	70.6%[activator]
C=CC(=O)CCCCC	-11.6%[176 µM]
CCCNC(=O)N1CCCC1c1nc(C2CCOCC2)no1 (stereo not given)	21.1%
O=C(NCc1ccc(F)cc1)N1CCCC(Cn2cnc3cccnc32)C1 (stereo not given)	38.3%[activator]
Cc1cnc(C2CC2)n1C1CCN(C(=O)c2ccoc2)CC1	13.8%
COc1cccc(-c2cc(C3CCN(S(=O)(=O)c4ccc(F)cc4F)CC3)[nH]n2)c1	10.7%
C[C@@H](c1ccccc1)N1C(=O)[C@@H]2CN(C(=O)c3ccc(N(C)C)cc3)CCN2C1=O	-4.5%[176 µM]
CCN1CC(C(=O)N2CCN(CCOc3ccccc3)CC2)CC1=O (stereo not given)	40.1%
CC1CCCN(S(=O)(=O)c2cccc(C(=O)NCCCN3CCCC3=O)c2)C1 (stereo not given)	-7.9%
CCOc1ccc(C(=O)N2C[C@@H](CO)[C@H](C(=O)NC)C2)cc1	-3.1%
COc1ccc(CC(=O)OCC(=O)Nc2ccccc2OC(F)F)cc1	2.0%
O=C(CSc1nc2ccccc2o1)N1CCCC1C1CCCCC1 (stereo not given)	24.0%

Quoted from the listing.
12-LOX inh, CCOC(=O)c1cccc(NC(=O)N2CC[C@@H](CC(=O)NCc3ccccc3)[C@@H](CC)C2)c1 → -16.7%
12-LOX inh, COc1ccc(CCC(=O)N2CCCCCCNC(=O)CC2)cc1 → 70.6%[activator]

More records follow.
SMILES	12-LOX inh
O=C(NCCc1ccncc1)C1CN(C(=O)C2CCCCC2)CC12CCOCC2 (stereo not given)	23.0%
CNC12CCc3cc(OC)c(OC)c(c31)-c1cc3c(cc1C2)OCO3 (stereo not given)	-22.1%
Nc1nc(CN2CCN(C(=O)c3ccccc3Cl)CC2)nc2ccccc12	-5.7%
CCOC(=O)[C@]12CCC=C1N(CCC1=CCCCC1)C(=O)[C@H](CC(=O)NCCc1ccccc1OC)C2	?
CO[C@H]1CN(C)C(=O)c2cc(NC(=O)C3CCCC3)ccc2OC[C@@H](C)NC[C@H]1C	-9.5%
CCCCc1cc(=O)oc2cc(OC(C)C(=O)NCc3ccncc3)ccc12 (stereo not given)	-4.7%
COc1ccc(S(=O)(=O)Oc2ccc3c(c2)O/C(=C\c2cccc(OC)c2OC)C3=O)cc1	-3.4%
Cc1cc(C)cc(Cn2cc(CN3CC(N4CCN(CCN(C)C)CC4)CS3(=O)=O)nn2)c1 (stereo not given)	?
CC1=C[C@@H](CNC(=O)C(C)C)[C@H](C(C)C)C[C@H]1Cc1nc2ncccc2[nH]1	30.2%[activator][176 µM]
CC1=C(C(=O)N(C)C)CC(CC(=O)NCCc2ccccn2)C(=O)N1Cc1ccc(F)cc1 (stereo not given)	?
CNC(=O)[C@@H]1C[C@H](Oc2cccnc2)CN1C(=O)CCc1c[nH]c2ccccc12	?
COc1ccc(/C=C/C(=O)OCc2cc(=O)oc3cc(C)ccc23)cc1	3.9%
COc1ccc(F)cc1-c1cc(C(=O)NCc2ccc(F)cc2)[nH]n1	?
CCc1noc(-c2nnn3c2COC(c2ccc(OC)cc2)C3)n1 (stereo not given)	28.1%
CCn1cc(C(=O)N2C[C@H](CO)C[C@H](CN3CCCC3)C2)c(C)n1	19.3%
CCNC(=O)C1(C)CCCN1Cc1c(F)cccc1F (stereo not given)	?
COc1ccc(-c2[nH]nc3ncc(-c4ccc(CO)cc4)nc23)cc1F	?
Cc1c(CO)cccc1NC(=O)c1ccc(CN2CCCC(C)C2)cc1 (stereo not given)	29.9%
Cn1nc(C(=O)OCCOc2ccc(C#N)cc2)c2ccccc2c1=O	0.8%
CN(Cc1ccccc1F)C(C(=O)NC1CC1)c1ccccc1 (stereo not given)	30.3%[activator]
Cc1ccc(S(=O)(=O)N(CC(N)=O)Cc2c(F)cccc2Cl)cc1	?
O[C@@H]1CCN(Cc2nc(C3(O)CCN(C4CCCC4)CC3)cs2)C1	35.3%[activator][176 µM]
Cc1ccc(CN2C[C@H]3CN(Cc4ccc(C(=O)O)cc4)CCN3C2=O)cc1	?
CCC(=O)N1N=C(c2ccsc2)CC1c1ccc2nccnc2c1 (stereo not given)	0.5%
COc1ccccc1N1CCN(Cc2ccc(=O)n(C)c2)CC1	53.2%[activator]

The closing 3 compounds of the part before open the next one:
SMILES	12-LOX inh
Cc1ccc(CN2C[C@H]3CN(Cc4ccc(C(=O)O)cc4)CCN3C2=O)cc1	?
CCC(=O)N1N=C(c2ccsc2)CC1c1ccc2nccnc2c1 (stereo not given)	0.5%
COc1ccccc1N1CCN(Cc2ccc(=O)n(C)c2)CC1	53.2%[activator]
O=C(c1ccccc1)N1CCC2(CC1)C(=NC1CCCCC1)NC(=O)N2c1cc(F)cc(F)c1	3.2%[6.33 µM]
O=C1N(CCc2ccccc2)c2ccccc2C12CCN([S+](=O)([O-])c1cccs1)C2 (stereo not given)	2.6%&3.1%
CCOC(=O)N(C)[C@H]1C[C@H]2c3[nH]c4ccccc4c3CCN2C(=O)[C@H]1[C@H](C)O	24.9%
CC(=O)N1CCC(c2nn(-c3ccc(F)cc3)c(=O)[nH]2)CC1	32.4%[176 µM]
CC(Sc1n[nH]c(=O)n1C1CC1)C(=O)c1ccc(F)cc1 (stereo not given)	-20.9%
Cc1ccc(S(=O)(=O)NCc2nc(-c3ccccc3)oc2C)cc1	-3.0%
CC(C)CC(=O)NN	32.6%[activator]
Cc1ccc(OCC(=O)NNC(=O)c2ccc(F)c(S(=O)(=O)N3CCOCC3)c2)cc1C	10.7%
O=C(NC1CC1)c1ccnc2[nH]ccc12	10.4%[12.5 µM]
CCOc1nc(OCC#N)nc(N2CCOCC2)n1	21.7%
Cc1cccc(NC(=O)CSc2nc3c(c(=O)n2CCc2ccccc2)SCC3)c1	-3.1%
Cc1cccc(C(=O)N2C[C@@H]3CCCN4CCC[C@@H]([C@H]34)[C@H]2CCCC(=O)NCC2CC2)c1	47.5%[activator]
COc1ccccc1N1C(=O)N(Cc2ccc3c(c2)OCO3)c2ccccc2S1(=O)=O	3.1%
O=C(O)c1cccc(-c2cnccn2)c1	-0.1%[12.5 µM]
COc1ccc(C(=O)N[C@@H]2C[C@H](COc3cccc(C)n3)[C@@H](O)[C@H]2O)cc1	?
Cc1noc(C)c1S(=O)(=O)N(C)Cc1ccc(F)cc1	34.6%[176 µM]
O=C(c1ccc(C(F)(F)F)cc1)N1CCN(C2CC2)CC1	14.3%
CCN1CCN(c2oc(/C=C/c3cccs3)nc2C#N)CC1	?
CCCCc1nc2sc3c(NCCN(C)C)ncnc3c2c2c1COC(C)(C)C2	-22.1%
CN(C)C[C@@H]1CN(S(C)(=O)=O)C[C@H]1NC(=O)Cc1cccc(F)c1	6.4%
O=C(NCc1coc(-c2cccs2)n1)c1ccc(Cl)cc1	?
O=S(=O)(N1CCOCC1)N1CCOC(CCCc2ccccc2)C1 (stereo not given)	?
Cc1ccc(-c2cn3ccccc3n2)cc1NS(=O)(=O)c1ccccc1	28.1%
COc1ccc(N2CCCCS2(=O)=O)cc1S(=O)(=O)NCc1ccncc1	?
O=C1OC(c2ccccc2)(c2ccccc2)c2ccsc21	-20.9%
SMILES	12-LOX inh
O=C(O)/C=C/c1cccc(NS(=O)(=O)/C=C/c2ccccc2)c1	-31.6%
Cc1cccc(C)c1Oc1ncccc1CNC1CCN(C(C)C)CC1	10.7%
COc1cccc(CCC(=O)N2CCC(Cc3nc(-c4cnccn4)no3)CC2)c1	-5.1%
CC(C)c1noc(CN2CCC(NC(=O)c3cnn(C)c3)CC2)n1	65.6%[activator]
CN(C)Cc1cn(C[C@H]2C[C@@H](NS(=O)(=O)c3ccccc3)[C@H](O)[C@@H]2O)nn1	-13.9%[176 µM]
Cc1ccc(NC(=O)N2C[C@@H](F)C[C@H]2C(=O)N2CCCCC2)cc1Cl	53.1%[activator]
COCC(=O)N[C@H]1C[C@@H](Cc2cc(CN(C)c3ccccc3)on2)C1(C)C	?
CCc1cccc(C)c1NS(=O)(=O)c1ccccc1C(F)(F)F	3.8%
Cc1ccc(S(=O)(=O)N2CCCC2c2cc(C(C)C)no2)cc1C (stereo not given)	6.2%
CCc1ccc(-c2nc(COC(=O)c3c(C)nsc3N)cs2)cc1	15.3%
CC(C)CCNC(=O)CC1CCCN(c2cn[nH]c(=O)c2)C1 (stereo not given)	9.2%
COCC1CN(Cc2cccc(C#N)c2)CC12CCNCC2 (stereo not given)	25.7%
CCOC(=O)c1cccn1C1C(=O)N(Cc2ccc3c(C)cc(=O)oc3c2)c2ccc(Cl)cc21 (stereo not given)	?
CN(CCOc1ccccc1)Cc1nc(-c2ccccn2)no1	112.7%[activator]
COc1ccc(NC(=O)C2CCN(c3cnn(C)c(=O)c3)C2)cc1F (stereo not given)	22.8%
CCCCCCCCCCCCS(=O)CC(Cl)CO (stereo not given)	0.0%
CNC(=O)NC[C@H]1CCN(Cc2ccc(OC)cc2OC)C[C@H]1N(C)C	5.9%
COc1ccc2nc3n(c2c1)[C@@H](CNCc1ccc2c(c1)OCO2)COC3	?
COc1cc(OC)c(C2=CCN(C(=O)C(C)Oc3ccc(Br)cc3)CC2)c(OC)c1 (stereo not given)	-20.9%
